M. tuberculosis = growth inhibition of non-replicating M. tuberculosis (AID 488890). Mycobacterium tuberculosis non-replicating, growth inhibition; higher % means a stronger effect. inhibition, % at 25 µM; hits with a dose series show IC50 in µM. 0.39% of 320,000 active; in the data active means a potency from the dose series; inconclusive means inhibition mostly from about 82% at the one dose, without a potency; inactive means the rest, 99 in 100 with inhibition below about 76%;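 further: plate controls were DMSO cells for no effect and high antibiotic wells for full effect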
H1N1 NS1A inhibition = NS1A inhibition, H1N1 influenza, cell based functional assay (AID 504329); one-dose inhibition, % at 12.5 µM; IC50 in µM for titrated hits; 0.3% of 340,000 active; NS1A functional cell-based assay, percent inhibition; higher % means a stronger effect; in the data active means a potency from the dose series; inconclusive means inhibition above about 27% without an active follow-up result; further: strong numbers were not always called active
PhoP GFP inhibition = Inhibition of PhoP regulon, Salmonella typhi GFP reporter cells, confirmation, 4 h (AID 1850); Salmonella Typhi PhoP-promoter GFP reporter, fluorescence, 4 h; higher % means a stronger effect; inhibition, % at 50 µM, or IC50 in µM where a hit was titrated; 0.33% of 310,000 active; in the data active means a potency from the dose series; inconclusive means inhibition mostly from about 25% at the one dose, without a potency; inactive means the rest, 99 in 100 with inhibition below about 19%;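 further: 0% = induced wells with vehicle and 100% = uninduced wells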
M. tuberculosis HTS = M. tuberculosis growth inhibition, HTS (AID 449762) | M. tuberculosis H37Rv growth inhibition, 7H9 media; higher % means a stronger effect | inhibition, % at 25 µM; hits with a dose series show IC50 in µM | 0.59% of 330,000 active; in the data active means a potency from the dose series; inconclusive means inhibition above about 70% without an active follow-up result;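 further: bacterial growth assessed after seven days of incubation; strong numbers were not always called active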
VEEV TC-83 Vero = inhibitors of VEEV TC-83 cytopathic effect, confirmation, Vero cells (AID 588727); 0.13% of 350,000 active; Vero cells, VEEV TC-83 cytopathic effect inhibition; higher % means a stronger effect; one-dose inhibition, % at 20 µM; IC50 in µM for titrated hits; in the data active means a potency from the dose series; inconclusive means inhibition mostly from about 14% at the one dose, without a potency; inactive means the rest, 99 in 100 with inhibition below about 12%; further: strong numbers were not always called active
VEEV TC-83 Vero 10K pilot screen = further read-out of VEEV TC-83 Vero, marked with its call; inhibition, %; measured here: 10K pilot screen inhibition
Numbers without * were called inactive; i = inactive; ? = inconclusive; / = no result given; & = joins results of further samples.

SMILES	M. tuberculosis	H1N1 NS1A inhibition	PhoP GFP inhibition	M. tuberculosis HTS	VEEV TC-83 Vero	others
CCC[C@@H](CN1CCC[C@H]1CN1C(N)=NC[C@@H]1Cc1ccccc1)N1C[C@@H](Cc2ccccc2)N(CCc2ccc(Cl)c(Cl)c2)C1=N	?	9%	/	?	3.1%	VEEV TC-83 Vero 10K pilot screen=1.5
CN1CCN(C(=O)c2cnn(-c3ccccc3)c2NC(=O)c2ccccc2Cl)CC1	-6%	-10%	-6%	-5%	2.8%
COC(=O)C1=C(c2ccc(F)cc2OCc2ccccc2)C[C@@H]2CC[C@H]1N2C(=O)NCCCOC(C)C	38%	13%	/	3%	i
O=C(CCN1CCCCO1)N1CCCC(Nc2ccc(F)cc2)C1 (centres undefined)	-15%	0%	-9%	-2%	0.7%
CN(c1ccc(OCc2nnc(-c3ccccc3)o2)cc1)S(=O)(=O)c1ccccc1	9%	-10%	0%	-3%	1.5%
CCOc1cc(C2NC(=O)NC(O)(C(F)(F)F)C2C(=O)c2ccc(Cl)cc2)ccc1O (centres undefined)	?	-3%	0%	?	i
COc1ccc(CC(=O)NCc2nnc(SCC(=O)Nc3ncc(C)s3)n2C)cc1	1%	-15%	1%	2%	0.3%
COc1cccc(Cn2nnc(C(=O)NCCc3ccc(Cl)cc3)c2N)c1	13%	10%	0%	-5%	0.3%
Cc1ccc(S(=O)(=O)/N=C(\Sc2ccccc2)c2ccccc2)cc1	?	8%	11%	4%	i	VEEV TC-83 Vero 10K pilot screen=1.5
Cc1ccc(Cl)cc1NC(=O)c1ccc(Cn2cc(Cl)cn2)cc1	55%	-1%	-13%	4%	i
O=C(Nc1nnc(SCc2c(Cl)cccc2Cl)s1)c1ccc2ncsc2c1	-7%	/	-9%	-1%	/
O=C(CSC1CCCCC1)Nc1nccs1	71%	-2%	-5%	-8%	i
CCOC(=O)C1CCN(C(=O)c2cc(COc3ccc(OC)c4ccccc34)on2)CC1	4%	3%	3%	5%	1.1%
CC1CCC(C(C)C)C(OC(=O)C[n+]2cc(-c3ccc(Cl)cc3)n3c2CCC3)C1 (centres undefined)	49%	20%	38µM*	-9%	3.6%
COc1ccc(NC(=O)/C=C/c2cccc(Br)c2)cn1	58%	0%	6%	?	2.2%
CCn1c(CNC(=O)c2ccccc2F)nnc1SCC(=O)Nc1nncs1	-12%	13%	4%	5%	i
CN(C)C(=O)c1cc2cc(Br)ccc2s1	26%	-6%	13%	11%	0.8%
CC(C)c1nc2sc3c(SCC(N)=O)ncnc3c2c2c1CCC2	0%	2%	0%	3%	0.5%
CCCS(=O)(=O)N1CCN(Cc2ccc([N+](=O)[O-])cc2)CC1	4%	-13%	-3%	-1%	2.2%
NC(=O)CC(NC(=O)c1ccccc1)c1ccc(N2CCc3ccccc3C2)c([N+](=O)[O-])c1 (centres undefined)	26%	4%	-6%	-2%	0.8%
OCCC1CN(Cc2cc(F)ccc2F)CCN1CCCc1ccccc1 (centres undefined)	9%	-1%	0%	1%	0.1%
CCCCN1C(=O)C2(OCCCO2)c2cccc(C)c21	-13%	-2%	10%	-1%	0.1%
CCOc1ccc(Nc2oc(-c3ccc(Cl)cc3)nc2C#N)cc1	13%	-3%	6%	59%	2.6%
COc1ccc(N2C(=O)CC(Nc3ccc(C)cc3)C2=O)cc1 (centres undefined)	-5%	0%	-11%	-6%	6.0%
CCOC(=O)c1ccc(NC(=O)CCCN2C(=O)NC3(CCCC3)C2=O)cc1	-7%	-9%	/	2%	i

Following part
SMILES	M. tuberculosis	H1N1 NS1A inhibition	PhoP GFP inhibition	M. tuberculosis HTS	VEEV TC-83 Vero	others
CCCCOP(=O)(c1ccc(N(C)C)cc1)C(O)c1cc(OC)c(OC)c(OC)c1 (centres undefined)	11%	5%	7%	-5%	i
COc1ccc(NC(=O)c2nc[nH]c2C(=O)NCc2ccccc2)cc1	57%	5%	-6%	0%	6.8%	VEEV TC-83 Vero 10K pilot screen=5.1
O=C(O)c1ccn2c(C(=O)c3ccccc3)c(-c3ccccc3)cc2c1	27%	6%	-2%	-2%	4.2%
Cc1nn(CC(=O)Nc2sc3c(c2C#N)CCC(C(C)(C)C)C3)c(C)c1[N+](=O)[O-] (centres undefined)	37%	6%	3%	-2%	12%
CCn1c(C)cc(C(=O)CSc2nnnn2C2CCCC2)c1C	/	-2%	/	7%	9.3%
COc1ccc2nc(SCC(=O)NC3CCCc4ccccc43)[nH]c2c1 (centres undefined)	34%	-13%	-3%	-16%	6.2%
O=C(Oc1ccc(/C=N/NC(=O)c2ccccc2O)cc1)c1ccccc1	48%	2%	-10%	?	0.2%
CC(NC(=O)C(=O)N1CCOCC1)C(c1cccs1)N1CCN(c2ccccc2F)CC1 (centres undefined)	8%	2%	2%	-6%	3.2%
C=CCNC(=O)CN1CCC(c2nc3cc(C)c(C)cc3[nH]2)CC1	-13%	-1%	3%	6%	0.2%
Cc1ccc(NC(=O)c2nc[nH]c2C(=O)N[C@H](C)c2ccccc2)cc1	?	-9%	/	?	4.3%
CCc1cccc(NC(=O)C2CCCN2S(=O)(=O)c2ccc3c(c2)CC(C)N3C(C)=O)c1 (centres undefined)	32%	2%	7%	-2%	0.2%
Cc1cccc(NC(=O)c2ccc(NCCc3ccccc3)c([N+](=O)[O-])c2)c1	-21%	0%	-8%	6%	1.5%
COc1cc(C(=O)NCC(=O)NCC2COc3ccccc3O2)cc(OC)c1OC (centres undefined)	-25%	-10%	-1%	-3%	3.1%
NC(=O)c1ccc(-n2nc(C(F)(F)F)c3c2CCCC3)cc1	-5%	-4%	0%	-3%	5.9%
N#Cc1cccc(NC(=O)COC(=O)c2ccc3c(=O)n4c(nc3c2)CCC4)c1	15%	/	-2%	0%	/
COc1ccc(CN(C(=O)c2cccs2)c2nccs2)cc1OC	22%	4%	-6%	-1%	1.5%
CCc1nn(CCCN2CCN(c3cccc(Cl)c3)CC2)c(=O)n1CCOc1ccccc1	23%&22%	5%&-3%	2%&24%	50%&51%	0.5%&0.2%
CC(C)CC(=O)Nc1cccc(-c2nc3ccccc3o2)c1	4%	6%	13%	4%	1.0%
COc1ccc(C(=O)NCC2(c3ccc(OC)c(OC)c3)CCCC2)c(OC)c1	20%	-5%	-4%	-5%	i
COc1ccc(C)cc1Nc1nc(C)nc2c1oc1ccccc12	-5%	-11%	3%	1%	0.2%
CC(=O)Oc1ccc2c(=O)oc(-c3ccc([N+](=O)[O-])cc3)nc2c1	?	19%	0%	9%	1.3%
Oc1ccc(Cl)cc1-c1cc(-c2ccccc2)n[nH]1	/	2%	-20%	3%	4.9%
Cc1ccc(S(=O)(=O)N2CCOCC2)cc1NC(=O)COC(=O)/C=C/c1ccco1	3%	-2%	/	1%	1.4%
CCC(=O)Nc1nc2ccccc2n1CCN(CC)CC	/	-5%	4%	-10%	2.4%
NS(=O)(=O)c1ccc(NC(=S)N2CCC(O)CC2)cc1	5%	-15%	-11%	0%	0.2%

Among those listed so far, two have bromine.
SMILES	M. tuberculosis	H1N1 NS1A inhibition	PhoP GFP inhibition	M. tuberculosis HTS	VEEV TC-83 Vero	others
COc1ccc(NC(=O)/C=C/c2cccc(Br)c2)cn1	58%	0%	6%	?	2.2%
CN(C)C(=O)c1cc2cc(Br)ccc2s1	26%	-6%	13%	11%	0.8%

Further entries:
SMILES	M. tuberculosis	H1N1 NS1A inhibition	PhoP GFP inhibition	M. tuberculosis HTS	VEEV TC-83 Vero	others
Cc1nc(N2CCOCC2)[nH]c(=O)c1CCC(C)C	5%	1%	8%	11%	2.1%
COC(=O)c1cn(CC(=O)NCc2ccco2)c2ccccc12	0%	3%	10%	-4%	0.8%
CCOC(=O)Nc1cc(C(=O)OCC)c(C)nc1C	-2%	-13%	-15%	-6%	0.1%
O=C(O)CCCC(=O)Nc1ccc(Oc2ncnc3cc(Cl)ccc23)nc1	-12%	-14%	-2%	1%	3.5%
CC(NC(=O)c1ccco1)c1nc(-c2ccc(Cl)cc2)no1 (centres undefined)	19%	3%	3%	-2%	i
CCOc1ccc(S(=O)(=O)c2c[nH]c3ccc(C)cc3c2=O)cc1	-1%	2%	2%	-5%	i
CC1(C)C2CCC1(C)C(OC(=O)CNc1ccccc1)C2 (centres undefined)	26%	-10%	-1%	0%	1.5%
Cc1ccccc1NS(=O)(=O)c1nnc(NC(=O)CC(C)C)s1	-2%	-20%	-11%	1%	0.8%
COc1ccc(CN(CCC(c2ccccc2)C2CCOC(C)(C)C2)C(C)=O)cc1 (centres undefined)	13%	28%	0%	1%	6.5%
O=C1C=C(c2ccc3ncccc3c2)C[C@@H](c2ccc(Cl)cc2)C1	-17%	0%	/	?	4.5%
CCOC(=O)C1CSC2(CCC(c3ccccc3)CC2)N1 (centres undefined)	8%	2%	-5%	7%	i
Fc1ccccc1N=C1NN=C(c2ccccc2)CS1	-5%	9%	12%	-3%	i
O=C(NCc1cccs1)C1CCCN1C(=O)Nc1ccc(F)cc1 (centres undefined)	-9%	-8%	-3%	6%	1.9%
Cc1cccc(C(=O)Nc2ccc(C(=O)N/N=C/c3ccc(C)o3)cc2)c1	-3%	10%	1%	-9%	0.9%
Cc1[nH]n2cnnc2c(=O)c1Br	/	9%	-7%	-4%	0.3%
COC(=O)c1c(-c2ccncc2)csc1NC(=O)c1ccoc1C	41%	22%	-3%	58%	i
O=c1[nH][nH]c(=O)c2nc(Nc3ccccc3)ncc12	/	-13%	/	/	2.7%
Cc1cccc(C)c1OCC(=O)N/N=C/c1ccc2c(c1)OCO2	1%	-5%	0%	-4%	1.6%
O=C(NCCCn1cccn1)c1cc(COc2ccc(F)cc2Cl)on1	10%	-1%	-7%	14%	i
CCC(C)N(C(=O)COC(=O)C1CCN(S(=O)(=O)c2ccc(C)c(C)c2)CC1)C1CCS(=O)(=O)C1 (centres undefined)	-11%	2%	-2%	-5%	1.9%
COc1ccc(NC(=O)CN(C)C(=O)c2cccc(S(=O)(=O)Nc3ccc(F)cc3)c2)cc1	29%	-7%	/	-4%	1.4%
COCCOC(=O)C1=C(N)OC2=C(C(=O)CC(C)(C)C2)C1c1ccncc1 (centres undefined)	63%	7%	5%	-3%	1.3%
CC(C)c1ccc(S(=O)(=O)N2CCN(C(=O)C3CCCCC3)CC2)cc1	48%	0%	3%	12%	i
COc1ccc([N+](=O)[O-])c(S(=O)(=O)c2ccccc2)n1	?	/	-1%	12%	?
O=S(=O)(c1cccc2cccnc12)N1CCOCC1	2%	0%	4%	-6%	1.2%
COc1ccc(CCN2CC(C(=O)OC(C)C(=O)Nc3cccc(Cl)c3)CC2=O)cc1OC (centres undefined)	-15%	-8%	/	-10%	1.8%
Cc1ccc(CNC(=O)CN(C(=O)C2(C)CC(=O)N=C3C=CC=CN32)c2ccc(F)cc2)cc1 (centres undefined)	-15%	-10%	0%	3%	0.3%

Of the compounds above, these have two or more sulfur atoms.
SMILES	M. tuberculosis	H1N1 NS1A inhibition	PhoP GFP inhibition	M. tuberculosis HTS	VEEV TC-83 Vero	others
COc1ccc(CC(=O)NCc2nnc(SCC(=O)Nc3ncc(C)s3)n2C)cc1	1%	-15%	1%	2%	0.3%
Cc1ccc(S(=O)(=O)/N=C(\Sc2ccccc2)c2ccccc2)cc1	?	8%	11%	4%	i	VEEV TC-83 Vero 10K pilot screen=1.5
O=C(Nc1nnc(SCc2c(Cl)cccc2Cl)s1)c1ccc2ncsc2c1	-7%	/	-9%	-1%	/
O=C(CSC1CCCCC1)Nc1nccs1	71%	-2%	-5%	-8%	i
CCn1c(CNC(=O)c2ccccc2F)nnc1SCC(=O)Nc1nncs1	-12%	13%	4%	5%	i
CC(C)c1nc2sc3c(SCC(N)=O)ncnc3c2c2c1CCC2	0%	2%	0%	3%	0.5%
COc1ccc(CN(C(=O)c2cccs2)c2nccs2)cc1OC	22%	4%	-6%	-1%	1.5%
NS(=O)(=O)c1ccc(NC(=S)N2CCC(O)CC2)cc1	5%	-15%	-11%	0%	0.2%
Cc1ccccc1NS(=O)(=O)c1nnc(NC(=O)CC(C)C)s1	-2%	-20%	-11%	1%	0.8%
CCC(C)N(C(=O)COC(=O)C1CCN(S(=O)(=O)c2ccc(C)c(C)c2)CC1)C1CCS(=O)(=O)C1 (centres undefined)	-11%	2%	-2%	-5%	1.9%

Screens (PubChem BioAssay)
